IMPase cell inh = cell-permeable inhibitors of inositol monophosphatase (IMPase); P97697; CHO-M1 cells, IP1 accumulation, HTRF TR-FRET ratio; inhibition (IP1 accumulation), % at 46.1 µM; 120,000 tested, under 10 active; active = well fitted curve in the direction sought with a large enough effect in the signal ratio, not every such curve was filed as active; inconclusive = small, poorly fitted or top-dose-only effect, or a change in a side signal; inactive = no such curve, though single readings can be large or run the other way; the % refers to the signal ratio;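 also: cells stimulated with carbachol in lithium chloride buffer; plate controls were DMSO basal wells for no effect and reference inhibitor wells for full effect; higher means more IMPase inhibition seen as more IP1 and lower FRET ratio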
Target sequence (P97697 whole entry, looked up): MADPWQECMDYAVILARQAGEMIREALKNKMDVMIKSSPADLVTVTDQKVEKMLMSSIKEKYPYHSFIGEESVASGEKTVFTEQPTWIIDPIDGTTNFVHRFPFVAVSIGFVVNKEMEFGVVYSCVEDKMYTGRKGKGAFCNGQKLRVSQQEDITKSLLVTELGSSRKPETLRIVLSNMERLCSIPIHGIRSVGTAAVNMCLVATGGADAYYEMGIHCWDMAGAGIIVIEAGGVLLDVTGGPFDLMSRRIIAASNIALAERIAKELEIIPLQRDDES
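CHO-M1, 2000 cells/well, cultured 16–30 h; cpd up to 46 uM; carbachol (50 uM solution, stimulation buffer w/ 50 mM LiCl, pH 7.4), 30 min 37C; IP-One TR-FRET, 10 min RT; Ex 320/Em 665, 620; Hill-fit AC50.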
PNC assembly inh = blocks assembly of the perinucleolar compartment. PC3M PTB-GFP, PNC prevalence imaging, 16 h; hits give low values. activity change (PNC), negative = inhibition, % at 10 µM. 3.1% of 140,000 active;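 active = readout at or below -70, meaning at least 70% loss of cells showing the perinucleolar compartment, a nuclear body marking cancer cells; inconclusive = readout between -30 and a set limit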;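 also: plate controls were DMSO wells for no effect and camptothecin positive control wells for full effect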
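Read-out is percentage of cells bearing a perinucleolar compartment, from automated 20x imaging of fixed, Hoechst-stained PC3M PTB-GFP cells. Cells were seeded 4 h, then exposed 16 h to compound (23 nl of library stock) in duplicate plates.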
15-hLO-2 inh = blocks human 15-lipoxygenase 2 activity. purified 15hLO-2, xylenol orange hydroperoxide absorbance. O15296. AID 881. Potency, µM (doses to about 57.1 µM), without a hit: top-dose activity change, negative = inhibition, usual class: inhibitors. 0.56% of 110,000 active; also: potency is read from the fitted curve at half-maximal effect; nearly all actives have a fitted effect of over 60% in size; many of its hits are not listed in these tables
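Purified human 15hLO-2 (50 nM) preincubated 15 min with compound, then 45 uM arachidonic acid for 90 min at RT in 25 mM Hepes pH 7.5, 0.01% Triton X-100. Hydroperoxide detected by Fe-xylenol orange; 573/405 nm absorbance ratio.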
ALOX12 inhib = blocks human 12-lipoxygenase activity | Potency, µM (top dose mostly 57.1 µM), for inactives: top-dose activity change, negative = inhibition, usual class: inhibitors | P18054 | 0.12% of 150,000 active | AID 1452 | purified 12-hLO, xylenol orange hydroperoxide absorbance; also: potency is read from the fitted curve at half-maximal effect; nearly all actives have a fitted effect of over 55% in size; many of its hits are not listed in these tables
Target sequence (P18054 whole entry, looked up): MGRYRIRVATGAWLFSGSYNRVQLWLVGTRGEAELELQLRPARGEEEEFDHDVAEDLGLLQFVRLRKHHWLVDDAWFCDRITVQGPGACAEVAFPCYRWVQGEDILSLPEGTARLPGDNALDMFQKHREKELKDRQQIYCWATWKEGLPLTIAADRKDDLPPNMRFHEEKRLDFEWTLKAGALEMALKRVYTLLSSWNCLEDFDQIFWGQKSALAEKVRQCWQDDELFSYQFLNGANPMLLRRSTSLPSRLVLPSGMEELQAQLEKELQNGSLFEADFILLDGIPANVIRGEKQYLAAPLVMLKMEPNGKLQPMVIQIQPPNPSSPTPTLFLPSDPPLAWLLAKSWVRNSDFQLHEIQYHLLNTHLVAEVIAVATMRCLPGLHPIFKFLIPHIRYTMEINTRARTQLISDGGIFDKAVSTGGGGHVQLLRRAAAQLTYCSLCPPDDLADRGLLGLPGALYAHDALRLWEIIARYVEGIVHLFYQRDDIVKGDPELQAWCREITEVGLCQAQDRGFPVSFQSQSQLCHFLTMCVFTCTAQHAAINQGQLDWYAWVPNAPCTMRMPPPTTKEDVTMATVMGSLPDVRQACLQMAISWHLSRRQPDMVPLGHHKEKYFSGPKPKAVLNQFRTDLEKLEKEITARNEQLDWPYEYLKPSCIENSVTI
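Purified human 12hLO (150 nM), preincubated 15 min with compound, then 40 uM arachidonic acid for 30 min, room temperature, Hepes pH 7.0 with 0.01% Triton X-100. Hydroperoxide detected by ferrous iron/xylenol orange; 573/405 nm absorbance ratio gives reaction progress.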
* hit, by the source's call; ? = inconclusive; · = no result given; & = joins results of further samples; [ ] = remark or other dose. Unless noted, calls follow the shape of the dose curve; as a rule, active = well fitted curve in the direction sought with a large enough effect; inconclusive = small, poorly fitted or top-dose-only effect, or another doubt; inactive = no such curve, though single readings can be large; an effect the other way counts as inactive or inconclusive. Unless noted, % is scaled to controls: 0 for no effect and ±100 for the full control effect. Not all compounds are listed; rates above refer to the full screens.

SMILES	IMPase cell inh	PNC assembly inh	15-hLO-2 inh	ALOX12 inhib
CSc1nc(-c2ccccc2)[nH]c(=S)c1C(C)=O	-2	32	?	-21%
Cc1cc(C)n(CC(O)Cn2c3ccccc3c3ccccc32)n1 (stereo not given)	7	9	3%	0%
CCOC(=O)c1ccc(N=c2sc(C(=O)OC)cc(=O)n2Cc2ccco2)cc1	14	?	·	-7%
Cc1[nH]n(-c2ccc(Br)cc2)c(=O)c1C=Nc1ccc(S(=O)(=O)Nc2nccs2)cc1	-5	-27	·	15%
Cc1ccc(NC(=O)CSc2n[nH]c(=O)n2C2CC2)cc1S(=O)(=O)N1CCOCC1	·	?	·	3%
Cc1cccc(Br)c1	·	·	2%	-5%
COc1ncc2nc(C)c(=O)n(Cc3cccs3)c2n1	·	·	2%	1%
Cn1c(C(=O)NCc2cccs2)cc2c(=O)n(C)c3ccccc3c21	-2	31	-3%	5%
COc1ccccc1NC(=O)N1CCC(c2nnc(SCC(N)=O)n2C)CC1	-1	15	2%	-1%
CCOc1ccc(Cc2nnc(N)s2)cc1OCC	-6	-86*	2%	1%
COc1ccc(-n2cnnc2SCc2ncc(-c3ccccc3)o2)cc1	4	8	-2%	-4%
CCCS(=O)(=O)N1CCC(C(=O)NCCCN(CC)c2cccc(C)c2)CC1	21	-17	-5%	-5%
COc1ccc(N(C(=O)Cn2nnc3ccccc32)C(C(=O)NCc2ccco2)c2ccc(C)o2)cc1 (stereo not given)	3	-26	4%	-11%
O=S(=O)(c1ccc(Cl)cc1)N1CCN(c2nc(-c3cccs3)nc3ccccc23)CC1	·	?	·	2%
Cc1ccc(NC(=O)c2nn(C34CC5CC(CC(C5)C3)C4)cc2[N+](=O)[O-])cc1	12	-5	-25%	-9%
COc1ccccc1N1CC(C(=O)Nc2ccc(S(=O)(=O)N3CCOCC3)cc2)CC1=O (stereo not given)	1	4	-1%	-7%
CC(C)c1ccc(C2=C(O)c3ccccc3C(=O)C2=O)cc1	·	-18	·	-1%
COc1cc(NC(=O)CN2C(=O)C(c3ccccc3)=NC23CCCCCC3)cc(OC)c1	8	29	·	-6%
CCc1cc2ccc(C)cc2nc1SCC(=O)Nc1cc(OC)c(OC)cc1C(=O)O	·	30	·	-2%
Clc1ccc2c(c1)c1ccccc1n2CN1CCOCC1	-3	?	18%	?
COc1cc(CCC(=O)Oc2ccc(C(C)=O)cc2)cc(OC)c1OC	2	0	·	6%
O=C(O)CSc1ccccc1C(=O)O	2	2	2%[11.4 µM]	3%[11.4 µM]
C=CCNC(=O)CNS(=O)(=O)c1ccc(F)cc1	-2	53	5%	0%
CC1CCN(c2nc3nonc3nc2N2CCC(C)CC2)CC1	-6	1	·	-3%

Rewritten as labelled records: 2 of the compounds above
smiles: Cc1ccc(NC(=O)c2nn(C34CC5CC(CC(C5)C3)C4)cc2[N+](=O)[O-])cc1
  IMPase cell inh: 12; PNC assembly inh: -5; 15-hLO-2 inh: -25%; ALOX12 inhib: -9%
smiles: Clc1ccc2c(c1)c1ccccc1n2CN1CCOCC1
  IMPase cell inh: -3; PNC assembly inh: ?; 15-hLO-2 inh: 18%; ALOX12 inhib: ?

Following part.
SMILES	IMPase cell inh	PNC assembly inh	15-hLO-2 inh	ALOX12 inhib
FC(F)(F)c1cc(CO[C@H]2CCCN[C@H]2c2ccccc2)cc(C(F)(F)F)c1	0	·	46%[activator]	-2%
Cc1ccc(-c2cn3cccnc3n2)cc1NC(=O)c1cccs1	-19	31	·	1%
CCN(Cc1ccccc1)C(=O)c1ccc(CNS(=O)(=O)c2ccc(C)cc2)cc1	·	?	·	-5%
COC(=O)c1cc(S(=O)(=O)NC2CCN(Cc3ccccc3)CC2)cn1C	-4[1.84 µM]	?	12%[11.4 µM]	3%
Cc1cccc(C(=O)N/N=C/c2ccncc2)c1	-4	-10	14%	5%
CCOC(=O)Cc1csc(NC(=O)COc2ccc(N(C)S(=O)(=O)c3ccc(C)cc3)cc2)n1	5	?	26%	-3%
FC(F)(F)c1ccc(CN2CCCCCC2)cc1	10	16	-1%	-3%
CCOC(=O)c1c(C)[nH]c(C(=O)COC(=O)C2CC(=O)N(Cc3ccccc3)C2)c1C (stereo not given)	5	-26	-1%	-6%
Cc1ccc(C(=O)OCc2cc3ccccc3[nH]c2=O)cc1	0	-23	-5%	-4%
O=C1Nc2ccccc2C1=Nc1ccc(S(=O)(=O)Nc2nccs2)cc1	·	·	-1%[11.4 µM]	1%[11.4 µM]
C[C@@]12CCC3c4ccc(O)cc4CCC3C1CCC2O (stereo not given in full)	·	·	-12%	3%
COc1ccccc1-c1nnc(SCc2nc3ccccc3s2)n1C	4	12	-2%	4%
COc1ccccc1NC(=O)/C(C#N)=C/C=C/c1ccco1	7	?	-1%	-2%
Nc1nc(CSCCO)nc(Nc2ccccc2)n1	-2	-18	2%	0%
CC(C)[C@H](NC(=O)c1ccco1)C(=O)OCC(=O)N1CCc2ccccc21	1	-17	0%	-9%
CCNC(=O)COc1ccc(C=O)cc1OC	-1	-18	·	2%
COc1ccc(C)c2sc(NC(=O)C3=COCCO3)nc12	-5	?	0%	2%
Cc1ccc(-c2nc3cccnc3s2)cc1NS(=O)(=O)c1ccc2c(c1)OCCO2	-15	-108*	-7%	-7%
COc1ccc(C(=O)Nc2cccc(-c3cc4ccccc4oc3=O)c2)cc1[N+](=O)[O-]	·	43	·	1%
CO/N=C\C(=N\Nc1ccc(OC)cc1)C(=O)c1ccccc1	14	?	-1%	-6%
N/C(=N\c1nc2ccccc2o1)NC(=O)c1ccccc1NC(=O)c1ccccc1	3	13	5%	-3%
CSc1nnc(-c2sccc2OCc2ccccc2)n1C	7	-16	0%	2%
CCOCCCNC(=O)C1CCCN(S(=O)(=O)CC)C1 (stereo not given)	10	?	4%[2.29 µM]	-4%
CC1CCCCC1NC1=NCCS1 (stereo not given)	11	-29	13%	5%
COC(=O)N1CCC[C@@]2(CCN(C(=O)Nc3ccc(OC)cc3)C2)C1	·	·	-2%	0%
Cc1cccc(C(=O)Nc2cc(OCc3cccc(F)c3)c(Cl)cc2Cl)c1	4[1.84 µM]	7	13%[11.4 µM]	0%
O=C(COC(=O)CNS(=O)(=O)c1cccc(Br)c1)NC(=O)Nc1ccc2c(c1)OCCO2	·	1	·	-3%
COc1ccc(CC(=O)N/N=C(\C)c2ccccn2)cc1	·	4	·	-1%
COc1c(O)ccc(/C=C(\C#N)c2nc3ccccc3[nH]2)c1[N+](=O)[O-]	·	?	·	3%
COc1ccc2[nH]c(=O)c(CN(Cc3nnnn3CCc3ccccc3)CC3CCCO3)cc2c1 (stereo not given)	4	-7	-2%	-7%
CC(=O)Nc1ccc(S(=O)(=O)NC2=C(N3CCN(Cc4ccccc4)CC3)C(=O)c3ccccc3C2=O)cc1	21	?	10%	0%
CCOC(=O)C1CCN(C(=O)Cc2c(C(=O)O)n(C)c3ccccc23)CC1	-17	-2	-3%	0%
COc1ccc(NC(=O)c2cc3c(s2)CCC3)cc1S(=O)(=O)N1CCOCC1	6	21	-13%	-3%
CCOCC(O)CNc1ccccc1 (stereo not given)	·	17	·	2%
CC(C)CC(=O)Nc1cccc(C(=O)Nc2ccccc2C(=O)O)c1	-4	11	1%	-3%
Oc1c(Br)cc(CN(Cc2cc(Br)c(O)c(Br)c2)C2CCCCC2)cc1Br	·	·	-2%[11.4 µM]	5%[11.4 µM]
CCC(=O)N/N=C(\C)CC(=O)Nc1cc(Cl)ccc1C	·	5	·	-4%
COCCCNC(=O)c1cn(C)c(=O)c2cc(OC)c(OC)cc12	-19	?	-3%	0%
O=C(CSc1nnc(Cn2nnc3ccccc32)o1)Nc1ccc(Cl)cc1	7	?	·	1%
O=S(=O)(Nc1ccccn1)c1ccc(C2CCCCC2)cc1	7	?	-3%	-2%
CCCn1cc2c(c1-c1cccc(C)c1)c(=O)n(C)c(=O)n2C	6	-6	-8%	-2%
CN(c1ccccc1C(=O)Nc1ccc2c(c1)OCCO2)S(C)(=O)=O	-14	289	·	1%
CCOC(=O)C1=C(C)NC(=S)N(C(C)=O)C1c1ccccc1 (stereo not given)	?	?	·	9%
CCCCn1c(N)c(Sc2ccc(Cl)cc2)c(=O)[nH]c1=O	-1	15	-1%	-3%
CC(C)C1Cc2c(sc3[nH]c(=S)n(Cc4ccccc4)c(=O)c23)CO1 (stereo not given)	3	?	-12%	-4%
CCOc1cccc(C(=O)NC2CCCCC2)c1	?	?	-5%	-4%
Cc1ccc(OCC(=O)Nc2ccc(C)c(S(=O)(=O)N3CCCCC3)c2)c([N+](=O)[O-])n1	3	14	·	-1%
Cc1ccc(S(=O)(=O)N2CCOCC2)cc1C(=O)NCc1cccnc1	?	4	0%	2%
CC(C)NC(=O)c1cnn2c1NC(c1cccs1)CC2C(F)(F)F (stereo not given)	2	-17	·	0%
O=C(/C=C/c1ccc(Cl)cc1)N1CCN(c2c(Cl)cccc2[N+](=O)[O-])CC1	·	?	·	0%
CCOC(=O)c1c(N=CN(C)C)c(C#N)n2c1CCC2	-2	-4	2%	0%
CCP(=O)(CC)c1cccc(N)c1	-1	6	-6%	2%
CSc1nncc(/C(C)=N\Nc2cccc(C)c2)n1	7	30	3.2µM*	-13%
COc1ccc(-c2nc(N3CCCCCC3)sc2C(=O)c2ccccc2)cc1	-6	112	6%	-1%
COc1cc(O)c(C(=O)/C=C/c2ccc(O)c(OC)c2)c(OC)c1	·	·	?	-10%
COc1ccc(OC)c(S(=O)(=O)NCC2CCCO2)c1 (stereo not given)	14	-8	-5%	-6%
Cc1nn2c(N)c(C#N)cnc2c1-c1ccc(Cl)cc1	-22	1	-7%	5%
CCN(CC)S(=O)(=O)c1cccc(-c2nnc(SCC(=O)c3ccc(Cl)s3)n2C)c1	4	3	-8%	-14%
COC(=O)C1C(O)=C(C=NCc2ccccc2)C(=O)CC1(C)C (stereo not given)	3	59	2%	3%
O=C(Nc1nc2ccccc2s1)C1CC(=O)N(c2ccc(F)cc2)C1 (stereo not given)	3	27	2%	-9%

Continued:
SMILES	IMPase cell inh	PNC assembly inh	15-hLO-2 inh	ALOX12 inhib
O=C(CSc1nnc(-c2ccccn2)n1Cc1ccco1)c1ccc(Cl)cc1	1	26	-3%	-27%
N#Cc1c(-c2ccccc2)c(-c2ccccc2)nn(CC(=O)NNC(=O)Nc2ccc(Cl)c(Cl)c2)c1=O	10	0	?	-7%
CCOC(=O)c1ccc(NC(=O)CSCc2ccco2)cc1	-5	11	-27%	-13%
O=C(NCc1cn(-c2ccccc2)nc1-c1ccccc1)c1cc([N+](=O)[O-])cc([N+](=O)[O-])c1	2	0	-9%	6%
O=C(O)CCC(=O)N1CCN(c2ccc(C(=O)c3ccc(F)cc3)cc2)CC1	1	?	-10%	-4%
CC1CCN(CCCNC(=O)c2cc3c(=O)n(C)c4ccccc4c3n2C)CC1	13	-5	13%	2%
CC(C)(C)NCC(O)c1cc(O)cc(O)c1 (stereo not given)	·	0	5%	-4%&-2%
O=C(N/N=C/c1ccc(OC(=O)c2cccs2)cc1)c1ccc(F)cc1	-10	13	-16%	0%
O=C(CSc1nnc(Cc2ccccc2)o1)N1CCc2ccccc21	4	22	4%	1%
Cc1nn(Cc2ccc(Cl)cc2Cl)c(Cl)c1/C=C/C(=O)OCC(=O)NCC(F)(F)F	6	?	0%	4%
Cc1noc(C)c1CSCC(=O)Nc1nc2ccc(Oc3ccccc3)cc2s1	8	14	5%	0%
Cc1n[nH]c(C)c1S(=O)(=O)N1CCCC(C(=O)NCc2cccs2)C1 (stereo not given)	4	-17	-6%	-4%
COc1cccc(C(=O)Nc2ccc(NC(=O)c3ccco3)nc2)c1	0	?	0%	-7%

Bioassay records (PubChem BioAssay)
